# Bfl-1 displacement: displacement of Bid BH3 peptide from Bfl-1 – biochemical, fluorescence polarization, FITC-Bid, mouse, primary screen (AID 432); 64,000 tested, 0.02% active; FITC-Bid BH3 peptide fluorescence polarization displacement; higher % means a stronger effect; displacement, % at 20 µM; hits with a dose series show IC50 in µM; in the data active = a potency from the dose series; inactive = the rest, 99 in 100 with displacement below about 15%; note: strong numbers were not always called active
# HT1080 viability: cytotoxicity in HT1080 fibrosarcoma cells, cell-based, fluorescence readout (AID 620); HT1080 viability, fluorescence; higher % means a stronger effect; cytotoxicity, % at 10 µM, or EC50 in µM where a hit was titrated; 87,000 tested, 0.42% active;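 note: cells exposed to compound overnight then 4 h with Alamar Blue; 0% = vehicle DMSO and 100% = killing control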
# MK inhibit: blocks S. pneumoniae mevalonate kinase | purified MK, PK/LDH-coupled NADH absorbance 340 nm | inhibition, % at 10 µM | 65,000 tested, 0.48% active;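 active = ranked among the strongest by inhibition in the single 10 µM screen, a fixed top-ranked set picked for dose follow-up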; note: no value below 0 was filed
# DPM-DC inhibit: inhibitors of Streptococcus pneumoniae diphosphomevalonate decarboxylase | 65,000 tested, 0.49% active | calls only at 10 µM | purified DPM-DC, PK/LDH coupled NADH fluorescence | AID 556;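 active = the 320 compounds with the highest percent inhibition in the single-dose primary screen, excluding strongly autofluorescent ones, cut at about 32% in these data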;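 note: kinetic rate of NADH fluorescence loss reporting ADP formed by the decarboxylase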
# PMK inhibit: blocks S. pneumoniae phosphomevalonate kinase; inhibition, % at 10 µM; AID 539; 65,000 tested, 0.49% active; purified PMK, PK/LDH-coupled NADH absorbance 340 nm;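 active = top-ranked compounds by inhibition in the single 10 µM screen, taking a fixed number of the strongest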;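 note: 0% = full reaction with DMSO carrier and 100% = background rate without enzyme reaction; no value below 0 was filed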
# TNAP inhibition: human TNAP enzyme inhibitors, biochemical, luminescent (AID 518) | 64,000 tested, 0.09% active | inhibition, % at 20 µM; hits with a dose series show IC50 in µM | purified TNAP enzyme, luminescent substrate readout; higher % means a stronger effect; in the data active = a potency from the dose series; inactive = the rest, 99 in 100 with inhibition below about 22%;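 note: plate controls were vehicle for no effect and reference inhibitor for full effect; many of its hits are not listed in these tables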
# HPDE-C7 viability: HPDE-C7 pancreatic duct cell viability loss – fluorescence, HTS (AID 430); 63,000 tested, 1.8% active; cytotoxicity, % at 10 µM, or EC50 in µM where a hit was titrated; HPDE-C7 pancreatic duct cells viability, fluorescence; higher % means a stronger effect;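 note: cells exposed to compound for 48 hours before viability readout; 0% = vehicle and 100% = reference cytotoxic drug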
# LYP inhibition: inhibition of human PTPN22 tyrosine phosphatase – biochemical, DiFMUP fluorescence, recombinant catalytic domain, 10 µM, primary screen (AID 606). recombinant LYP catalytic domain, DiFMUP fluorescence; higher % means a stronger effect. 52,000 tested, under 10 active. inhibition, % at 10 µM, or IC50 in µM where a hit was titrated;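 active = IC50 under 40 µM in the dose-response test; inactive = IC50 of 40 µM or more, or never dose-tested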
# HPDE-C7K KRASV12: viability loss of HPDE-C7K cells – cell-based, fluorescence, HTS, primary screen (AID 431); HPDE-C7K KRASV12 cells, Alamar Blue viability, 48 h; higher % means a stronger effect; 63,000 tested, 1.7% active; cytotoxicity, % at 10 µM, or EC50 in µM where a hit was titrated;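 active = compounds whose percent cytotoxicity in the single-dose primary screen, scaled between solvent and toxic-drug controls, exceeds 50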;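 note: 0% = DMSO solvent wells and 100% = doxorubicin-treated wells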
# PMK inhibit pilot replicates: also measured in PMK inhibit; calls as there; inhibition, %; measured here: pilot screen replicates
# MK inhibit pilot replicates: also measured in MK inhibit; calls as there; inhibition, %; measured here: pilot screen replicates
# DPM-DC inhibit pilot screen %: recorded beside DPM-DC inhibit, whose call it bears; inhibition, %; measured here: pilot screen trials
# Numbers without * were called inactive; i = inactive; nt = not tested or not shown. Cut-off read from the data, not from the text of the source, unless noted: active = cytotoxicity above about 50%; inactive = the rest.
SMILES,Bfl-1 displacement,HT1080 viability,MK inhibit,DPM-DC inhibit,PMK inhibit,TNAP inhibition,HPDE-C7 viability,LYP inhibition,HPDE-C7K KRASV12,others
Cc1cn(C(=O)CN2C(=O)c3ccccc3C2=O)c(C)n1,-3%,-6%,2,i,0,2%,2%,-31%,10%,
O=C1c2ccccc2S(=O)(=O)N1Cc1cccc(S(=O)(=O)N2CCOCC2)c1,-8%,1%,3,i,8,-1%,7%,nt,1%,
COc1ccc(C2c3c(oc4ccccc4c3=O)C(=O)N2CCCN2CCOCC2)cc1 (configuration not stated),nt,-13%,0,i,14,nt,nt,17%,nt,
CN(CCC#N)C(=O)c1ccc(CNS(=O)(=O)c2ccc(F)cc2)cc1,-3%,-6%,0,i,9,6%,0%,1%,-7%,
COc1cc(C)nc(Oc2ccc(/C=N/O)cc2)n1,-8%,-4%,8,i,0,8%,0%,7%,2%,
COc1ccc(C2NC(C(=O)O)CS2)cc1COCC(F)(F)F (configuration not stated),-7%,-1%,0,i,21,8%,-1%,nt,-1%,
COc1ccccc1C(=O)NC(CCSC)C(=O)NCC(c1ccco1)N(C)C (configuration not stated),-9%,10%,10,i,4,15%,9%,2%,-11%,
CC(=O)Oc1cccc(N2C(=O)C3C4C=CC(C4=C(C)C)C3C2=O)c1 (configuration not stated),5%,3%,0,i,0,14%,-9%,-7%,-13%,
CCN(CC)S(=O)(=O)c1ccc(Oc2cccc(C(C)=O)c2)nc1,-2%,2%,0,i,10,6%,-12%,nt,-14%,
CCn1c(=O)cc(OCC(=O)Nc2ccc(C)cn2)c2ccccc21,-4%,-1%,4,i,20,11%,7%,nt,9%,
Cc1ccc(S(=O)(=O)NCC(=O)OCN2C(=O)c3ccccc3C2=O)cc1,3%,nt,0,i,3,13%,-6%,nt,-17%,PMK inhibit pilot replicates=0.0;MK inhibit pilot replicates=3.0;DPM-DC inhibit pilot screen %=1.0
COc1cc(OC)cc(-c2nc(-c3cc4cc(C)ccc4nc3OC)no2)c1,-2%,5%,4,i,10,7%,-3%,9%,3%,
CC(=O)c1c(C)[nH]c(C(=O)CSc2nc3ccccc3c(=O)n2CCCN2CCOCC2)c1C,-1%,2%,0,i,13,8%,-4%,4%,-2%,
COc1ccc(C2CC(c3ccc(Cl)cc3Cl)Nc3nc(N)nn32)cc1OC (configuration not stated),9%,-1%,2,i,5,-1%,7%,6%,7%,
COc1ccc(Nc2cc(=O)n(C3CCCCC3)c(=O)[nH]2)c(OC)c1,2%,5%,0,i,17,7%,-11%,-4%,-9%,
CCn1c(SCC(=O)NCc2ccco2)nnc1-c1cccs1,6%,-3%,10,i,11,7%,-6%,-8%,2%,
Cc1ccccc1C(=O)Nc1ccc(Cl)cn1,-2%,-1%,0,i,6,8%,-15%,-9%,-6%,
Cc1ccc(-c2csc3nnc(SCC(=O)NCc4ccco4)n23)cc1,-2%,6%,9,i,10,11%,-13%,5%,-9%,PMK inhibit pilot replicates=1.0;MK inhibit pilot replicates=0.0;DPM-DC inhibit pilot screen %=4.0
CCOC(=O)c1oc2c(CN3CCN(C)CC3)c(O)ccc2c(=O)c1-c1ccccc1OC,-2%,1%,1,i,1,19%,-14%,-3%,6%,PMK inhibit pilot replicates=1.0;MK inhibit pilot replicates=1.0;DPM-DC inhibit pilot screen %=3.0
CCOC(=O)NC(c1ccccc1)C1CCCCC1=O (configuration not stated),8%,-1%,4,i,13,-2%,-28%,7%,-20%,PMK inhibit pilot replicates=1.0;MK inhibit pilot replicates=0.0;DPM-DC inhibit pilot screen %=3.0
COc1ccccc1-c1nn2c(C3COc4ccccc4O3)nnc2s1 (configuration not stated),-3%,-1%,19,i,5,12%,-3%,8%,3%,
Cc1cc(NC(=O)C(C)C)ncc1NC(=O)c1cccc(F)c1,-4%,-6%,0,i,4,10%,-1%,nt,-16%,
COc1ccc(OC)c(C2N(c3cc(C)on3)C(=O)C3CCCN32)c1 (configuration not stated),1%,1%,2,i,14,0%,nt,1%,nt,
Oc1oc(-c2ccco2)nc1C=Nc1ccccc1,-5%,-4%,6,i,5,16%,-22%,-5%,-22%,
CCc1ccc2[nH]c(=O)c(CN(Cc3ccccc3)Cc3nnnn3Cc3ccco3)cc2c1,-5%,-1%,9,i,3,10%,2%,5%,-7%,

# Next part
SMILES,Bfl-1 displacement,HT1080 viability,MK inhibit,DPM-DC inhibit,PMK inhibit,TNAP inhibition,HPDE-C7 viability,LYP inhibition,HPDE-C7K KRASV12,others
Cn1c(CN2CCOCC2)nnc1SCC(=O)NCCc1ccccc1,-9%,12%,7,i,8,3%,-6%,nt,-8%,PMK inhibit pilot replicates=0.5;MK inhibit pilot replicates=0.0;DPM-DC inhibit pilot screen %=0.0
CC(C)(C)NC(=O)NC(=O)COC(=O)COc1ccc2c(c1)CCC2,-1%,-1%,5,i,0,1%,14%,10%,-5%,
CS(=O)(=O)Nc1ccccc1C(=O)NCc1ccco1,-2%,4%,9,nt,0,13%,5%,14%,4%,
CCOc1ccc2cc(S(=O)(=O)n3ccnc3C)ccc2c1,-3%,5%,15,i,6,19%,1%,nt,2%,
CCN(CC)S(=O)(=O)c1cccc(C(=O)N2CC(O)CC2C(=O)O)c1 (configuration not stated),-6%,-2%,1,i,10,6%,6%,10%,-4%,
CN1CCCC(OC(=O)c2cc(Cl)ccc2Cl)C1 (configuration not stated),1%,-3%,0,i,11,-1%,-15%,-1%,-24%,
CC(=O)Nc1cccc(NC(=O)C2CC(=O)N(c3ccc(C)cc3)C2)c1 (configuration not stated),-6%,18%,4,i,6,4%,nt,7%,nt,
CN(C)S(=O)(=O)c1ccc(/C(O)=C2/C(=O)C(=O)N(CCN3CCCCC3)C2c2cccnc2)cc1 (configuration not stated),-4%,9%,9,i,1,12%,-9%,nt,-18%,PMK inhibit pilot replicates=0.0;MK inhibit pilot replicates=4.0;DPM-DC inhibit pilot screen %=0.0
CC1CCCC(C)N1C(=O)CSc1nnc(NC(=O)c2cccs2)s1 (configuration not stated),0%,-8%,12,i,14,10%,7%,7%,6%,
Cn1c(CNc2nc(-c3ccccc3)cs2)nnc1SCC(=O)c1ccccc1,-8%,5%,7,i,9,-10%,-8%,-12%,-10%,
COc1ccccc1N1CCN(S(=O)(=O)c2ccc(F)cc2)CC1,-1%,7%,6,i,3,8%,3%,nt,-4%,
COc1ccc(C(=S)N2CCCC2)cc1C,-2%,3%,6,i,7,7%,-30%,7%,-24%,
Cc1ccc2cccc(S(=O)(=O)NC3CCS(=O)(=O)C3)c2n1 (configuration not stated),-2%,-4%,7,i,12,3%,9%,5%,1%,
CCC(C)NC(=O)CC1Oc2ccc(Cl)cc2NC1=O (configuration not stated),7%,5%,3,i,0,9%,2%,11%,-1%,
CC(C)(C)c1csc(N(CCC#N)CCC#N)n1,-2%,nt,0,i,18,13%,5%,nt,0%,
CS(=O)(=O)c1sc2nc(-c3cccs3)cc(-c3ccccc3)c2c1N,-4%,-8%,0,i,7,14%,19%,0%,22%,
Cc1cc(C)n(-c2nc(NCC(C)O)c3c4c(sc3n2)CCCC4)n1 (configuration not stated),-2%,6%,6,i,7,1%,3%,6%,2%,
COCCN(CCOC)Cc1c(C)[nH]c2ccccc2c1=O,-10%,6%,4,i,8,20%,-10%,12%,3%,PMK inhibit pilot replicates=0.0;MK inhibit pilot replicates=1.5;DPM-DC inhibit pilot screen %=1.0
CCCCCCNC(=O)Cc1c(O)c2ccccc2[nH]c1=O,0%,3%,10,i,1,15%,-11%,16%,-6%,PMK inhibit pilot replicates=7.0;MK inhibit pilot replicates=0.0;DPM-DC inhibit pilot screen %=1.0
O=C(NCc1ccc(F)cc1)C1CCCN(C(=O)Nc2ccccc2)C1 (configuration not stated),-2%,-6%,8,i,12,18%,2%,-8%,7%,
COc1ccc(N2CCN(CC(O)c3c[nH]c4ccc(OC)cc34)CC2C)cc1 (configuration not stated),-7%,10%,4,i,1,8%,41%,nt,46%,
NC(=O)c1oc2ccccc2c1NC(=O)c1ccc(F)cc1,-2%,11%,3,i,0,10%,4%,16%,3%,
COc1cccc(-c2noc(C3CCCN(S(=O)(=O)c4cccc(Cl)c4C)C3)n2)c1 (configuration not stated),3%,4%,0,i,0,10%,2%,6%,3%,
CN(C)CCSc1nnc2sc3ccccc3n12,-1%,-8%,4,i,14,18%,3%,-22%,3%,PMK inhibit pilot replicates=3.0;MK inhibit pilot replicates=1.0;DPM-DC inhibit pilot screen %=1.0
O=C(NCc1n[nH]c(=S)n1-c1cccc(Cl)c1)c1ccc(S(=O)(=O)N2CCCC2)cc1,-9%,nt,12,i,12,14%,-9%,nt,-10%,

# A section from the list above, as a working copy:
SMILES,Bfl-1 displacement,HT1080 viability,MK inhibit,DPM-DC inhibit,PMK inhibit,TNAP inhibition,HPDE-C7 viability,LYP inhibition,HPDE-C7K KRASV12,others
Cn1c(CN2CCOCC2)nnc1SCC(=O)NCCc1ccccc1,-9%,12%,7,i,8,3%,-6%,nt,-8%,PMK inhibit pilot replicates=0.5;MK inhibit pilot replicates=0.0;DPM-DC inhibit pilot screen %=0.0
CC(C)(C)NC(=O)NC(=O)COC(=O)COc1ccc2c(c1)CCC2,-1%,-1%,5,i,0,1%,14%,10%,-5%,

# Carrying on:
SMILES,Bfl-1 displacement,HT1080 viability,MK inhibit,DPM-DC inhibit,PMK inhibit,TNAP inhibition,HPDE-C7 viability,LYP inhibition,HPDE-C7K KRASV12,others
Cc1ccc(-c2cc(-c3ccccc3)c(C#N)c(N)n2)o1,20%,-22%,18,nt,17,-7%,30%,-9%,10%,
O=C(Cn1cnc2c(nnn2Cc2ccc(Cl)cc2)c1=O)N1CCCc2ccccc21,nt,-8%,8,i,2,nt,nt,-16%,nt,
O=C(Oc1ccc2ccc(=O)oc2c1)N1CCOCC1,-8%,-8%,6,i,0,16%,4%,9%,2%,
COC(=O)C1(C(F)(F)F)N=C2Sc3ccccc3N2C(N2CCOCC2)=N1 (configuration not stated),-4%,-4%,3,i,5,8%,-2%,4%,6%,PMK inhibit pilot replicates=1.5;MK inhibit pilot replicates=1.0;DPM-DC inhibit pilot screen %=0.0
Cc1ccc(CCP(=O)(O)CN2CCOCC2)cn1,1%,0%,3,i,0,15%,-14%,nt,-5%,PMK inhibit pilot replicates=6.5;MK inhibit pilot replicates=0.0;DPM-DC inhibit pilot screen %=3.5
COc1ccc(C(=O)N(c2ccccc2)C2C=CS(=O)(=O)C2)cc1 (configuration not stated),-6%,3%,20,i,14,8%,-4%,1%,-5%,
CC1(C)OC(=O)N(CCc2ccccc2)C1(C)O (configuration not stated),-2%,0%,7,i,11,8%,3%,nt,-1%,
CCC(C)c1ccc(O)c(NC(=O)c2cncc(Br)c2)c1 (configuration not stated),-3%,0%,6,i,4,14%,-7%,-1%,-9%,
O=C(NCCN1CCOCC1)C1CCC(=O)N1C1CCCCC1 (configuration not stated),-6%,14%,0,i,10,0%,5%,7%,4%,
CCOc1ccc2nc(SCC(=O)Nc3ncccn3)[nH]c2c1,-1%,-8%,0,i,8,9%,4%,10%,14%,PMK inhibit pilot replicates=0.5;MK inhibit pilot replicates=0.0;DPM-DC inhibit pilot screen %=0.0
COc1ccc(C(=O)N2CCN(Cc3cc(OC)c(O)c(OC)c3)CC2)cc1OC,-2%,-5%,9,i,4,3%,-1%,nt,15%,

# Screening results: PubChem, several laboratories

# Not a hit list. Share with any hit: about 3.5%.
